# Screening results deposited in PubChem by several laboratories.
# Exocytosis inh: lytic granule exocytosis inhibition | inhibition, % at 10 µM | 0.66% of 360,000 active | TALL-104 LAMP-1 surface exposure, flow cytometry; cells stimulated with thapsigargin and PMA | AID 651702;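 active means inhibition above about 55%, limit read from the data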
# HTR2A ag: mouse HTR2A agonism via beta-arrestin recruitment | activation, % at 7.6 µM | P35363 | CHO-K1 mHTR2A beta-arrestin complementation, luminescence; percent of 30 µM serotonin response | AID 624169 | 0.66% of 360,000 active;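 active means activation above a run cutoff, the mean activation of all tested compounds plus 3 SD, cut at about 14% in these data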;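 further: 0% = plate median of compound wells and 100% = 30 µM serotonin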
# Target sequence (P35363 whole entry, looked up): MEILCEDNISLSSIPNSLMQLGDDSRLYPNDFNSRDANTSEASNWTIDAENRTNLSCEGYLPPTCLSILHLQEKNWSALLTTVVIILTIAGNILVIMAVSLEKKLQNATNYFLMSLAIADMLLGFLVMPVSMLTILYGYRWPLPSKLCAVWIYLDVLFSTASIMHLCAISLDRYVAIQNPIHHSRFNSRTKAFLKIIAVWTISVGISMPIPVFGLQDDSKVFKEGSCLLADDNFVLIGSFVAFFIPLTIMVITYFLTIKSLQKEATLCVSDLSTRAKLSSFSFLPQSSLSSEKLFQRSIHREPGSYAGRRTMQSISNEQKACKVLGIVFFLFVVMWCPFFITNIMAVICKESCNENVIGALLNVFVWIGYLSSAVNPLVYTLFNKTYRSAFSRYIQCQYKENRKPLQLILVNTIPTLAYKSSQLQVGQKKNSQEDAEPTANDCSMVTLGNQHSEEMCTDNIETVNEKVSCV
# aDG glyco up: increases alpha dystroglycan glycosylation | Pro5-aDG cells, alpha-DG glycosylation AlphaScreen (IIH6); 0% Pro5, 100% B10-LARGE cell signal | activation, % at 10 µM | 0.22% of 360,000 active;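 active means activation of at least 8% versus controls, or a plate z-score of at least 8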;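 further: Pro5 are CHO cells carrying HIG-tagged alpha-DG that lacks glycosylation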
# H9c2 protect: protects H9c2 cardiomyocytes from peroxide injury; AID 588492; 0.63% of 360,000 active; H2O2 injury protection, ATPLite, 2 h; protection from H2O2 cell death, % at 20 µM;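 active means compounds giving at least 50% protection of heart cells from peroxide-induced death in the single-dose screen, raw or plate-pattern-corrected value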;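 further: 0% = DMSO wells with peroxide and 100% = DMSO wells without peroxide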
# PDI turbidity: PDI (human) enzyme inhibition; P07237; PDI insulin aggregation turbidity, A650, 90 min; 0.052% of 350,000 active; inhibition, % at 10 µM;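 active means mean inhibition across replicates of 30% or more, whatever share of single replicates reach that level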;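 further: absorbance from insulin aggregation driven by PDI reduction with DTT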
# Target sequence (P07237 whole entry, looked up): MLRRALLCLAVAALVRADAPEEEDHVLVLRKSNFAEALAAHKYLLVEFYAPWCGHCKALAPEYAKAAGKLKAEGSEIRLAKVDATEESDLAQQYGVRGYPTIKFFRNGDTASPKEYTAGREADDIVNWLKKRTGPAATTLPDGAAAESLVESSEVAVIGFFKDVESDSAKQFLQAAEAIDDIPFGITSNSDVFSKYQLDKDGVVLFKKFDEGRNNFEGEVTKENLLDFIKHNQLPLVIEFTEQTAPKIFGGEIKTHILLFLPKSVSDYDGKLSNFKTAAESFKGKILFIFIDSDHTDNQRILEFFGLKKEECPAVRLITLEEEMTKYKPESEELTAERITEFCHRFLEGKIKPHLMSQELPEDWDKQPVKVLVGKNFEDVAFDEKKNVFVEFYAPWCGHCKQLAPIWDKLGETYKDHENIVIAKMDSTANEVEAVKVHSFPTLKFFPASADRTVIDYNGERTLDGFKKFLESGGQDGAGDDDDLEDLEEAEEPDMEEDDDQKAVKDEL
# Vif inh: inhibitors of HIV Vif; HEK293T cells, Vif self-association by quenched fluorescence, imaging, 24 h; inhibition, % at 7.49 µM; 0.35% of 340,000 active; in the data active means inhibition above about 50%, passing the limit was not always enough; further: some results filed as inactive read as strong as hits
# N-glyco inh: blocks N-linked glycosylation in D54 reporter cells; D54 ERlucT glycosylation luciferase reporter, 24 h; percent of 100 nM tunicamycin response; reporter increase, % at 12.5 µM; 0.23% of 360,000 active;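 active means mean luciferase reporter signal, scaled so untreated is 0 and the glycosylation-blocking control 100, at or above a set limit in every replicate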;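 further: luciferase carries N-glycosylation sites so blocking glycosylation raises the light; 0% = median of neutral control wells and 100% = median of 100 nM tunicamycin wells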
# iPSC survival up: increases survival of single human iPS cells. hiPSC single-cell survival, ATPlite luminescence; 100% = ROCK inhibitor wells, 0% = DMSO. survival enhancement, % at 20 µM. 0.044% of 360,000 active; in the data active means survival enhancement above about 18%;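 further: cells exposed to compounds for 16 hours before the ATP read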
# CaV13 FRET inh: Disruptors of the CACNA1D IQ motif to Ca2+-dependent inactivation inhibitor domain association, primary screening, Förster resonance energy transfer in intact living …; HEK cells, CFP/YFP FRET ICDI-IQ, plate reader, 10 min; percent FRET-ratio fall versus neutral wells; inhibition, % at 12.3 µM; 0.098% of 340,000 active; AID 743397;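 active means mean replicate inhibition of at least 30% and at least 1% of replicates passing that level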;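 further: 0% = median of the neutral control wells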
# ABCB6 inh 2: inhibitors of human ABC transporter ABCB6; 0.19% of 360,000 active; K562-ABCB6 porphyrin accumulation, flow cytometry, 1 h; stronger effect = lower value; fluorescence ratio to DMSO, % at 10 µM; AID 602162; Q9NP58;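 active means fluorescence ratio to DMSO below 75%, the collection mean minus 3 SD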;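 further: signal is porphyrin accumulated inside mitochondria; 100% equals median channel fluorescence of DMSO control wells; lower ratio means ABCB6 inhibition with less porphyrin fluorescence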
# An asterisk follows results filed as active; · = not tested or not shown.
# Start of the listing, in advance:
1) O=C1CC(c2ccccc2)CC(O)=C1C=NCc1ccc(Cl)c(Cl)c1 (stereo unspecified)
2) CCN(CC(=O)Nc1ccc(OC)cc1)CC(=O)Nc1cccc(C#N)c1
3) Cc1ccc(S(=O)(=O)N/N=C\c2cc([N+](=O)[O-])ccc2Cl)cc1
4) Cc1ccc(S(=O)(=O)N2CCOCC2)cc1NC(=O)Cn1c(=O)ccn(Cc2ccccc2)c1=O
5) O=C(NCc1cccnc1)c1cc(Sc2ccccc2Cl)nc2ccccc12
6) COc1ccc(NC(=O)CN(C)C(=O)c2ccc(NS(=O)(=O)c3cccc([N+](=O)[O-])c3)cc2)cc1
7) CCN1C(=O)[C@H]2[C@@H](c3ccc(C(F)(F)F)cc3)N[C@]3(CCCN(Cc4ccc(C)cc4)C3=O)[C@H]2C1=O
8) Cc1ccc(S(=O)(=O)NN=Cc2ccco2)cc1

compound no.	1	2	3	4	5	6	7	8
Exocytosis inh	-2	0	7	-15	-6	2	0	5
HTR2A ag	-1	7	0	-2	-3	2	1	-5
aDG glyco up	-0.1	0.0	-0.2	0.0	0.5	-0.1	0.0	-0.1
H9c2 protect	-6	0	0	2	4	1	-5	3
PDI turbidity	7	-1	0	7	-1	-3	1	-2
Vif inh	2	2	32	-2	-8	8	3	6
N-glyco inh	-2	2	3	-1	-3	1	0	2
iPSC survival up	4.3	-0.4	-1.7	-1.3	-2.9	0.4	-1.5	-1.9
CaV13 FRET inh	·	-18	-7	-3	-8	·	-9	-5
ABCB6 inh 2	98	97	88	96	95	100	97	101

# All compounds of this part, from the first entry:
1) O=C1CC(c2ccccc2)CC(O)=C1C=NCc1ccc(Cl)c(Cl)c1 (stereo unspecified)
2) CCN(CC(=O)Nc1ccc(OC)cc1)CC(=O)Nc1cccc(C#N)c1
3) Cc1ccc(S(=O)(=O)N/N=C\c2cc([N+](=O)[O-])ccc2Cl)cc1
4) Cc1ccc(S(=O)(=O)N2CCOCC2)cc1NC(=O)Cn1c(=O)ccn(Cc2ccccc2)c1=O
5) O=C(NCc1cccnc1)c1cc(Sc2ccccc2Cl)nc2ccccc12
6) COc1ccc(NC(=O)CN(C)C(=O)c2ccc(NS(=O)(=O)c3cccc([N+](=O)[O-])c3)cc2)cc1
7) CCN1C(=O)[C@H]2[C@@H](c3ccc(C(F)(F)F)cc3)N[C@]3(CCCN(Cc4ccc(C)cc4)C3=O)[C@H]2C1=O
8) Cc1ccc(S(=O)(=O)NN=Cc2ccco2)cc1

compound no.	1	2	3	4	5	6	7	8
Exocytosis inh	-2	0	7	-15	-6	2	0	5
HTR2A ag	-1	7	0	-2	-3	2	1	-5
aDG glyco up	-0.1	0.0	-0.2	0.0	0.5	-0.1	0.0	-0.1
H9c2 protect	-6	0	0	2	4	1	-5	3
PDI turbidity	7	-1	0	7	-1	-3	1	-2
Vif inh	2	2	32	-2	-8	8	3	6
N-glyco inh	-2	2	3	-1	-3	1	0	2
iPSC survival up	4.3	-0.4	-1.7	-1.3	-2.9	0.4	-1.5	-1.9
CaV13 FRET inh	·	-18	-7	-3	-8	·	-9	-5
ABCB6 inh 2	98	97	88	96	95	100	97	101

9) CCOc1ccc(C2=CC(c3ccccc3)n3ncnc3N2)cc1 (stereo unspecified)
10) COc1cc(/C=C/C(=O)O)cc(OC)c1OC
11) COc1ccc(CC(=O)Nc2ccc3c(c2)OC2(CCCC2)O3)c(OC)c1
12) Cc1cc(=O)[nH]c(SCC(=O)N2CCCCC2)n1
13) CCn1c(COc2ccccc2)nnc1SCC(=O)c1cccc([N+](=O)[O-])c1
14) CC(NCC(=O)NC(=O)NC1CCCC1)c1ccc(Cl)cc1Cl (stereo unspecified)
15) O=C(O)COc1ccc(S(=O)(=O)c2ccc(OCC(=O)O)cc2)cc1
16) COc1ccc(CCNC(=O)c2ccccc2OCc2c(C)noc2C)cc1

compound no.	9	10	11	12	13	14	15	16
Exocytosis inh	-1	-3	-5	3	1	0	0	0
HTR2A ag	8	-7	-1	3	14	-6	2	0
aDG glyco up	0.4	-0.1	-0.4	0.0	0.3	0.4	0.0	-0.1
H9c2 protect	22	14	-2	2	-4	3	2	-4
PDI turbidity	4	5	0	1	4	-6	-5	-5
Vif inh	-2	-2	2	9	3	-15	0	0
N-glyco inh	2	0	-2	0	2	0	2	-1
iPSC survival up	1.9	4.1	-0.8	-0.3	-0.2	0.1	-1.8	0.1
CaV13 FRET inh	·	-5	-6	-5	-6	-3	-4	-2
ABCB6 inh 2	102	95	101	100	104	102	102	95

17) Cc1cc(C)c(NC(=O)C[N+](C)(C)CC(O)COc2cccc3ccccc23)c(C)c1 (stereo unspecified)
18) CCOC(=O)C1CCN(C(=O)CCCn2nc(CC)n3c(cc4occc43)c2=O)CC1
19) CC1(C(=O)NCCC#N)CCN1C(=O)CC(c1ccccc1)c1ccccc1 (stereo unspecified)
20) CCN(CC)C(=O)c1cccc(NC(=O)CC23CC4CC(CC(C4)C2)C3)c1
21) O=C(Nc1ccccc1)c1ccccc1CCc1ccccc1
22) COC(=O)C(C)Sc1ncnc2c1nnn2-c1ccc(F)cc1 (stereo unspecified)
23) OC(c1cccc(Cl)c1)c1nc(-c2cnc3ccccc3c2)cs1 (stereo unspecified)
24) CC(C)n1nc(C(=O)Nc2nc3ccccc3[nH]2)c2ccccc2c1=O

compound no.	17	18	19	20	21	22	23	24
Exocytosis inh	-4	-2	-6	4	-4	0	1	-17
HTR2A ag	-6	2	6	-4	0	-10	0	-4
aDG glyco up	0.1	0.0	-0.3	0.1	0.0	0.1	0.2	-0.1
H9c2 protect	5	-4	-3	-1	-2	-15	-17	60*
PDI turbidity	8	13	-2	5	14	-4	-20	-5
Vif inh	22	0	-9	17	-1	0	-3	-11
N-glyco inh	1	0	4	-1	-4	-5	0	-3
iPSC survival up	-0.3	-0.7	-0.8	-0.1	0.2	-2.5	-2.3	-0.3
CaV13 FRET inh	-6	-4	-6	-7	-4	-6	-5	5
ABCB6 inh 2	100	107	96	100	98	103	90	89

25) CC1(C)CCC[C@]2(C)[C@H]3CC(=O)O[C@]3(C)CC[C@@H]12
26) COCCNc1nc2c(c(=O)n(Cc3cccc(Br)c3)c(=O)n2C)n1C
27) O=S(=O)(NCc1ccccc1)c1ccccc1NCc1ccc(Cl)cc1
28) CC(=O)c1ccc(S(=O)(=O)NCC(=O)N2CCN(C/C=C/c3ccccc3)CC2)cc1
29) C[C@@H]1CN([C@@H](C)CO)C(=O)CCCn2nncc2CO[C@H]1CN(C)Cc1ccc2c(c1)OCCO2
30) CCCNC(=O)C[C@@H]1C[C@@H]2c3cc(NS(=O)(=O)c4ccc(OC)cc4)ccc3O[C@@H]2[C@@H](CO)O1
31) CCOc1cc(C(=O)Nn2cnnc2)cc(OCC)c1OCC
32) COC(=O)c1cccc(COC(=O)c2cc3ccccc3oc2=O)c1

compound no.	25	26	27	28	29	30	31	32
Exocytosis inh	-8	6	2	-1	5	0	0	2
HTR2A ag	10	-2	0	2	1	0	-3	-2
aDG glyco up	-0.1	0.0	-0.2	1.4	-0.2	0.0	0.1	0.0
H9c2 protect	-4	9	-16	-9	8	8	-6	3
PDI turbidity	1	1	-6	0	-2	0	1	-1
Vif inh	-2	-7	-1	-5	-10	-3	3	-3
N-glyco inh	2	-3	-2	-2	4	0	1	0
iPSC survival up	0.0	0.2	2.3	-0.6	0.7	0.2	-0.5	0.6
CaV13 FRET inh	-18	-1	-4	-3	-4	-4	4	-20
ABCB6 inh 2	95	97	100	90	95	94	91	110

33) Cc1nccn1CCC(=O)NC1CC(C)(C)Cc2c1cnn2-c1ccccc1 (stereo unspecified)
34) COc1ccc(S(=O)(=O)Oc2cc(C(=S)N3CCOCC3)ccc2OC)cc1
35) COC(=O)c1[nH]c2ccc(C)cc2c1NS(=O)(=O)c1ccc(F)cc1
36) CC(C(=O)C12CC3CC(CC(C3)C1)C2)N1CCOCC1 (stereo unspecified)
37) C=CCn1c(O)c(C2=c3ccccc3=NC2=O)c2ccccc21
38) Cc1ccc(C(=O)CC(C(=O)O)n2cccn2)cc1 (stereo unspecified)
39) CCOc1cc(S(=O)(=O)NCc2ccccc2)c(OCC)cc1-n1cnnn1
40) CN1CCN(C2CN(C3CCCCC3)S(=O)(=O)C2)CC1 (stereo unspecified)

compound no.	33	34	35	36	37	38	39	40
Exocytosis inh	-21	-1	2	6	62*	-1	-1	0
HTR2A ag	2	-2	-2	3	-10	-5	3	3
aDG glyco up	-0.1	0.0	-0.1	0.0	-0.5	-0.1	-0.2	-0.1
H9c2 protect	-1	4	-14	-5	-20	5	0	7
PDI turbidity	-8	-6	-3	0	-1	7	8	·
Vif inh	-11	4	-3	3	6	13	16	·
N-glyco inh	0	-3	-1	4	10	2	3	1
iPSC survival up	0.2	0.0	0.2	-0.3	0.5	-1.3	-2.0	1.0
CaV13 FRET inh	-5	·	·	-5	-20	-4	-4	-6
ABCB6 inh 2	97	90	96	98	96	95	101	96

41) Cc1cccn2c(CNCC3OCCc4ccccc43)c(C(=O)N3CCCCC3)nc12 (stereo unspecified)
42) Fc1ccccc1CNC(=S)Nc1ccc(Cl)cc1
43) COC(=O)c1cccc(NC(=O)c2cccs2)c1C
44) O=C(NCC1CCCN(C(=O)c2cscn2)C1)c1ccccc1Cl (stereo unspecified)
45) Cc1ccc(-c2nn(-c3ccccc3)cc2C(=O)Nc2ccc(C(=O)O)cc2)cc1
46) CCN(CC)C(=S)Sc1c(-c2ccccc2)c2cc(Cl)ccc2[nH]c1=O
47) COc1ccccc1CNC(=S)Nc1cc(C)ccc1C
48) CCOC(=O)CN1C(=O)C(O)(CC(=O)c2cccc(OC)c2)c2ccccc21 (stereo unspecified)

compound no.	41	42	43	44	45	46	47	48
Exocytosis inh	-11	1	-6	-5	-3	-1	0	-1
HTR2A ag	-4	-3	4	0	-3	3	0	2
aDG glyco up	-0.1	-0.1	-0.2	-0.2	-0.6	0.5	0.6	3.3
H9c2 protect	10	-12	-8	10	-4	33	-2	-4
PDI turbidity	-5	1	2	-7	0	-7	0	1
Vif inh	-3	2	3	2	-3	8	2	-4
N-glyco inh	0	-1	0	1	1	1	-1	3
iPSC survival up	-0.8	3.2	-1.9	1.3	0.6	-2.2	-4.3	0.3
CaV13 FRET inh	3	-6	·	10	-5	·	3	-6
ABCB6 inh 2	107	76	100	101	102	97	101	99

49) CCOc1ccc(N(CC(=O)Nc2cccc(OC)c2)S(=O)(=O)c2c(C)noc2C)cc1
50) O=C(NC1CC1)c1ccc(NS(=O)(=O)c2ccccc2)cc1
51) C[C@@H]1CC(=O)[C@H]2CC(CO)=CCC[C@@H]2[C@@]1(C)CC/C(=C/CO)CO
52) CC(=O)c1cc(NC(=O)c2ccccc2)c(=O)oc1C
53) COc1cccc(NC(=O)Cn2cnc3sc(C)c(S(=O)(=O)N4CCCCC4)c3c2=O)c1

compound no.	49	50	51	52	53
Exocytosis inh	-2	-2	4	-3	-2
HTR2A ag	-5	-6	-1	4	-4
aDG glyco up	0.1	-0.4	0.2	-0.1	0.0
H9c2 protect	-3	0	-1	9	7
PDI turbidity	-1	7	·	2	-8
Vif inh	-11	4	4	1	1
N-glyco inh	-1	-2	-4	2	-1
iPSC survival up	1.7	-0.2	2.4	-0.3	-1.5
CaV13 FRET inh	-5	-5	·	-5	·
ABCB6 inh 2	99	90	95	96	87
